Screening results: PubChem, National Center for Advancing Translational Sciences (NCATS)
GLS inhibitor – qHTS for Inhibitors of Glutaminase (GLS) | 0.21% of 410,000 active | Glutaminase kidney isoform, mitochondrial (Homo sapiens), O94925 | Potency, µM (titrated, usually from 45.5 µM), inactives show at the highest dose activity change, negative = inhibition, usual class: inhibitors | GLS enzymatic activity, qHTS titration; note: potency is the fitted concentration of half-maximal effect; % is set by controls: 0 for no effect and ±100 for the full control effect
Target sequence (O94925 whole entry, looked up, canonical isoform): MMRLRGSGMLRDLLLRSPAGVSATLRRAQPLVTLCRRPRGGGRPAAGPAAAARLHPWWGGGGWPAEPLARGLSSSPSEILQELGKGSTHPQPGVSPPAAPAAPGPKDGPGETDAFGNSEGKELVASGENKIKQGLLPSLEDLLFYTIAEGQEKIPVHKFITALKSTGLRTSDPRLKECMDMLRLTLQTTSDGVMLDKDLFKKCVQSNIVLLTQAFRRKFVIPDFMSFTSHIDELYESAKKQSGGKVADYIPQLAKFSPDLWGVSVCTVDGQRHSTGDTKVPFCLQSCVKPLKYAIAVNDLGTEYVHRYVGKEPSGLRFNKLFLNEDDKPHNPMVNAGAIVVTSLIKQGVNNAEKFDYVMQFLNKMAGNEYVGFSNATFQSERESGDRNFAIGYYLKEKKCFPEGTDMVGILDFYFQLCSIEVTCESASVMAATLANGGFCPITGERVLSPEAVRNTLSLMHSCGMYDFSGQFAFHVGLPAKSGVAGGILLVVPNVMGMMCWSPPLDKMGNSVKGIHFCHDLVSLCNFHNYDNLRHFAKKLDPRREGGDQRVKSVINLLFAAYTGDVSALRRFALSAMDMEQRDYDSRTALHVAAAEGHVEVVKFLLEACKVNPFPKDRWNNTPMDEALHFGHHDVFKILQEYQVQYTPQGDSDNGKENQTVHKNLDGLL
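hKGA; 45 mM KH2PO4 pH 8.2 + 0.02% Tween-20; cpd via pin tool; 1 mM Gln soln; GluOx/HRP/Amplex Red; RT 30 min; fluor. t0 & final.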
JMJD2A Tudor inh – qHTS Assay for Inhibitors of JMJD2A-Tudor Domain. AID 504339, 2011. 4.4% of 390,000 active. Potency, µM (top dose mostly 114 µM), inactives show at the top dose activity change, negative = inhibition, usual class: inhibitors. AlphaScreen JMJD2A-Tudor / H3K4me3 peptide binding. Lysine-specific demethylase 4A (Homo sapiens), O75164; note: potency is the fitted concentration of half-maximal effect; % is set by controls: 0 for no effect and ±100 for the full control effect; nearly all actives have a fitted effect of over 50% in size
ERG Ets-DNA blk – qHTS for Small Molecule Inhibitors of the ERG Ets/DNA interaction | Transcriptional regulator ERG (Homo sapiens), P11308 | fluorescence polarization, His-ERG Ets domain / labelled DNA | Potency, µM (top dose mostly 76.9 µM), inactives show at the highest dose FP activity, negative = inhibition, most hits filed as inhibitors | 0.028% of 370,000 active | AID 624246, 2012; active = well fitted inhibition curve with a large enough effect in the polarisation, with a control signal flat; inconclusive = small, poorly fitted or top-dose-only effect, or effect the other way, or a change in a side signal; inactive = no such curve, though single readings can be large or run the other way; the % refers to the polarisation;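 note: polarization taken with two DNA probes labelled with fluorescein and Texas red; potency is the fitted concentration of half-maximal effect; % of control where 0% means no effect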
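His-tagged ERG Ets domain (1 uM in the protein solution; 300mM KCl, 50mM Tris-HCl, 1mM EDTA, 1mM DTT, pH 7.5) received compound, then a probe mix of 5 nM fluorescein-DNA and 100nM Texas-615-DNA. Fluorescence polarization was read for both dyes.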
BAZ2B block – qHTS Assay for Inhibitors of BAZ2B. 4.4% of 360,000 active. Potency, µM (top dose mostly 114 µM), for the others: top-dose activity change, negative = inhibition, usual class: inhibitors. AlphaScreen BAZ2B-H3K14Ac peptide displacement. AID 504333, 2011; note: potency is the fitted concentration of half-maximal effect; % is set by controls: 0 for no effect and ±100 for the full control effect; nearly all actives have a fitted effect of over 60% in size
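Compounds, titrated to a top concentration of 110 uM, were incubated 30 min at room temperature with preformed BAZ2B/acetyl-K14 H3 peptide complex (50 nM each). Proximity signal was measured by AlphaScreen after 20 min with beads.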
PI4K2A block – qHTS for small molecular inhibitors of PI4K2A | activity change, negative = inhibition, % at 76.9 µM | Phosphatidylinositol 4-kinase type 2-alpha (Homo sapiens), Q9BTU6 | purified PI4K2A, ADP-Glo luminescence, 1 h; stronger effect = lower value | 0.13% of 420,000 active; in the data active = activity change below about -50%; inconclusive = mostly about -30% to -49%;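 note: -100% = wells without enzyme as full effect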
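Compounds are screened against recombinant PI4K2A using PI as substrate and ATP, the latter dispensed at 300 microM. Reactions run one hour at ambient temperature before ADP-Glo detection; full inhibition defined by wells lacking enzyme.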
G9a inh – qHTS Assay for Inhibitors of Histone Lysine Methyltransferase G9a; 8.8% of 350,000 active; Potency, µM (highest dose often 102 µM), for inactives: top-dose activity, negative = inhibition, actives largely listed as inhibitors; Histone-lysine N-methyltransferase EHMT2 (Homo sapiens), Q96KQ7; G9a H3K9 monomethylation, AlphaScreen, 2 h; note: potency is the fitted concentration of half-maximal effect; % is set by controls: 0 for no effect and ±100 for the full control effect; nearly all actives have a fitted effect of over 75% in size
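Compounds were preincubated with 20 nM G9a for 15 min, after which biotinylated H3K9 peptide (500 nM) and SAM (20 uM) started a 2 h room-temperature reaction. Monomethylated product was quantified by antibody-based AlphaScreen chemiluminescence.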
Pin1 inh – qHTS Assay to Find Inhibitors of Pin1. Pin1 FP peptide displacement, HiFluor488, 10 min. Potency, µM (titrated, usually from 115 µM), for the others: top-dose activity, negative = inhibition, actives largely listed as inhibitors. 0.009% of 390,000 active; active = well fitted inhibition curve with a large enough effect in the polarisation, with a control signal flat, not every such curve was filed as active; inconclusive = small, poorly fitted or top-dose-only effect, or effect the other way, or a change in a side signal; inactive = no such curve, though single readings can be large or run the other way; the % refers to the polarisation; note: potency is the fitted concentration of half-maximal effect; % is set by controls: 0 for no effect and ±100 for the full control effect
Tb PGK inh – qHTS Assay to Find Inhibitors of Phosphoglycerate Kinase | Potency, µM (titrated, usually from 57.5 µM), without a hit: at the top dose activity change, negative = inhibition, most hits filed as inhibitors | Phosphoglycerate kinase, glycosomal (Trypanosoma brucei brucei), P07378 | PGK/GAPDH coupled, Kinase-Glo luminescence, 60 min | 0.043% of 380,000 active; note: potency is the fitted concentration of half-maximal effect; % is set by controls: 0 for no effect and ±100 for the full control effect; nearly all actives have a fitted effect of over 60% in size
Target sequence (P07378 whole entry, looked up): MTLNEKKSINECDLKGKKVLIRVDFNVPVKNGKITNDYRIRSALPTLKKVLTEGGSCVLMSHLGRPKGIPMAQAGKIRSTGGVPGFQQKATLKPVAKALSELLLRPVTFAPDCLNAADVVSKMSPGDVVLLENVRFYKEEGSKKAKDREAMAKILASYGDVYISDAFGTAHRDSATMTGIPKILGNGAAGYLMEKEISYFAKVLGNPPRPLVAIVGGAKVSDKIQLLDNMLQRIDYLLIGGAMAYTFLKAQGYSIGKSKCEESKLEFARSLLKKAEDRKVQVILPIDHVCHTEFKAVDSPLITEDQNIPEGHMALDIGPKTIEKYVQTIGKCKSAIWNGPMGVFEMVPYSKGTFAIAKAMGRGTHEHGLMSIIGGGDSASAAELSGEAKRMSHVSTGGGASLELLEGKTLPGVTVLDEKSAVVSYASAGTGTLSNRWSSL
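Luminescent ATP detection (Kinase-Glo Plus) follows a 60-minute room-temperature incubation, with wells lacking PGK as controls. Buffer: 100 mM TEA (pH 7.6), 5 mM MgCl2, 0.01% Tween-20. Coupling enzyme GAPDH (100 nM final) supplies unstable 1,3-BPG in-well.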
HP1b binding inh – HTS for Inhibitors of HP1-beta Chromodomain Interactions with Methylated Histone Tails. AlphaScreen HP1-beta / biotin-H3K9me3 peptide binding. Potency, µM (series often up to 114 µM), inactives show at the top dose activity change, negative = inhibition, most hits filed as inhibitors. 0.56% of 390,000 active; note: potency is the fitted concentration of half-maximal effect; nearly all actives have a fitted effect of over 70% in size; inactives centre near 23
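Compound inhibition of the preformed complex between 50 nM HP1-beta and 50 nM biotinylated H3K9me3 peptide was read by AlphaScreen. Buffer was PBS pH 7.4 with 0.01% Tween-20. Incubations ran 30 min at room temperature, with 10 ug/mL donor/acceptor beads.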
An asterisk follows results filed as active; i = inactive; ? = inconclusive; / = no result given; & = joins results of further samples; [ ] = dose if it differs, or a comment. Unless noted, calls come from the whole dose curve; as a rule, active = well fitted curve in the direction sought with a large enough effect; inconclusive = small, poorly fitted or top-dose-only effect, or another doubt; inactive = no such curve, though single readings can be large; an effect the other way counts as inactive or inconclusive.

SMILES	GLS inhibitor	JMJD2A Tudor inh	ERG Ets-DNA blk	BAZ2B block	PI4K2A block	G9a inh	Pin1 inh	Tb PGK inh	HP1b binding inh
O=C(COc1ccc(-c2ccccc2)cc1)NNC(=O)NC1CCCCC1	-14.7%	-15.0%	9.7%	-25.3%	4.6	-20.5%	16.9%	0.9%	17.9%
O=C(CNC(=O)c1ccc(Br)cc1)N/N=C/c1cccnc1	-0.2%	-7.8%	3.8%	-32.5%	-6.6	18.4%	1.6%	-8.9%	9.1%
Cc1ccc(C(=O)NC(C(=O)Nc2ccccc2)c2ccccc2)cc1 (stereo unspecified)	5.5%	-4.3%	-6.1%	-22.4%	-6.2	24.5%[59 µM]	2.8%	1.8%	21.1%
O=C(Cn1nc(C(=O)O)c2ccccc2c1=O)Nc1cc(Cl)ccc1-n1cncn1	-5.8%	-33.9%	-4.1%	-11.4%	6.2	-14.2%[12.7 µM]	2.1%	-5.4%	65.5%[activator]
CC(C)N(Cc1cc2ccccc2[nH]c1=O)C(=O)c1ccco1	-6.9%	-9.0%	15.9%	-8.9%	0.3	50.1µM*	5.9%	-8.3%	20.0%
CCOC(=O)c1sc(NC(=O)CSc2n[nH]c(CC(C)C)n2)nc1C	-5.3%	-7.0%	-3.8%	1.7%	2.9	-8.8%[59 µM]	5.4%	-3.5%	34.3%
Cc1cccc(C(=O)Nc2cccc(NC(=O)c3ccccc3)c2)c1	4.6%	-17.3%	0.9%	?	4.7	/	-0.5%	3.4%	11.3%
Cc1ccc(-c2nnc3sc(CCc4ccccc4)nn23)cc1	-4.6%	-9.2%	/	6.0%	3.9	?	-11.9%	/	-20.2%
COc1cccc(CN2CC(C(=O)NCCSc3nnnn3C)CCC2=O)c1 (stereo unspecified)	1.4%	-6.2%	-1.3%	-19.5%	-3.3	16.1%	-10.3%	-7.9%	2.8%
c1ccc2c(c1)-c1nc3ccccc3cc1C2N1CCOCC1 (stereo unspecified)	-7.4%	-17.1%	-5.6%	/	-4.1	/	6.2%	5.9%	23.4%
CN(Cc1ccccc1)c1nc2c(c(=O)[nH]c(=O)n2C)n1Cc1ccccc1Cl	0.4%	-10.8%	-0.3%	?	0.1	-15.3%[12.7 µM]	0.2%	i	29.6%
Cc1nn(C(C)C(=O)NCc2ccco2)c(=O)c2nn(-c3ccccc3)c(C)c12 (stereo unspecified)	-1.2%&-3.9%	7.4%&-8.6%	19.1%&-1.4%	-5.9%&-12.0%	-0.8&-2.1	9.5%&-31.4%[59 µM]	-1.5%&-11.7%	-3.4%&5.1%	35.8%&28.1%
CCCCNC(=O)NS(=O)(=O)c1ccc(NC(=O)C(NC(N)=O)C(C)CC)cc1 (stereo unspecified)	-2.3%	0.3%	1.8%	-1.4%	4.2	16.9%[12.7 µM]	-6.1%	-3.1%	19.3%
COc1ccccc1CC(NC(C)=O)C(=O)N1CCN(C(=O)c2cccs2)CC1 (stereo unspecified)	-2.7%	8.6%	-7.1%	-1.2%	-0.6	13.3%[59 µM]	-0.7%	-12.5%	19.3%
CCCCOc1ccc(S(=O)(=O)Nc2ccc(-c3ccc(N4CCCCC4)nn3)cc2)cc1	14.2%	-15.3%	-11.2%	-29.6%	-3.3	-17.4%[59 µM]	16.3%	-5.6%	-11.3%[57 µM]
CC(NS(=O)(=O)c1c(N)n(C)c(=O)n(C)c1=O)c1ccccc1 (stereo unspecified)	-2.4%	-13.2%	17.5%	-18.5%	0.5	9.8%	-2.8%	-4.7%	13.3%
O=C(CN1C(=O)NC(Cc2ccccc2)(Cc2ccccc2)C1=O)NCC1CCCCC1	7.0%	-11.1%	0.6%	3.9%	-0.7	-37.4%[59 µM]	-0.7%	4.9%	11.3%
Cc1c(NC(=O)c2ccc(NC(=O)C3CC3)cc2)cccc1C(=O)O	-0.1%	-11.7%	11.9%	1.2%	4.4	7.1%	-6.1%	i	15.8%
CC(C)NC(=O)NC(=O)COC(=O)CCCSc1nc2ccccc2s1	-3.9%	9.0%	-9.3%	5.3%	-0.4	-8.0%[59 µM]	4.7%	-2.8%	18.4%
COc1ccc(C(c2nnnn2Cc2ccc(F)cc2)N2CCN(c3ccc(OC)cc3)CC2)cc1 (stereo unspecified)	24.5%	?	9.5%	?	4.6	31.6µM*	-6.5%	1.3%	?
NC(=NC(=O)c1ccccc1)C1=C(O)CCC1=O	9.6%	-8.4%	5.3%	11.4%	-1.7	15.3%[59 µM]	-11.4%	-2.3%	38.1%
CCOC(=S)N/C(=N\S(C)(=O)=O)c1ccccc1	13.1%	-11.0%[11.4 µM]	-4.2%	-18.6%	-0.6	15.8µM*	0.9%	1.4%	19.4%
O=C(Nc1ccc(Cl)cc1)c1cccc(N2C(=O)C3C4CCC(C4)C3C2=O)c1 (stereo unspecified)	2.6%	-20.7%	-0.5%	-38.2%	-0.3	-6.0%[59 µM]	-4.1%	16.9%	4.3%
CCSc1nnc(NC(=O)c2ccccc2C)s1	1.2%	-21.1%	4.7%	-5.0%	4.6	22.1%[59 µM]	-3.8%	-9.9%	25.0%
O=C(CN1CCN(Cc2ccc(F)cc2Cl)C1=O)NCCc1ccc(Cl)cc1	-1.8%&-0.9%	5.8%&-3.4%	2.8%&-7.8%	-0.7%&10.7%	-2.0&-2.1	6.4%&-6.5%[59 µM]	?	1.8%&-1.7%	31.7%&22.3%
Cc1ccc2cc(C3CC(c4ccco4)=NN3C(=O)CCCC(=O)O)c(Cl)nc2c1 (stereo unspecified)	-2.3%	-27.9%	-10.4%	4.7%	-1.4	/	-1.3%	-0.5%	36.4%
Cn1c(=O)[nH]c(=O)c2c1nc1n2CCN1Cc1ccccc1	2.6%	-5.8%	-8.8%	-3.1%	-1.4	14.6%[59 µM]	-6.1%	-3.6%	23.3%
O=C(Nc1ccccc1)Nc1nnc(/C=C/c2ccccc2Cl)s1	-6.3%	-4.7%	-2.8%	2.4%	3.9	0.7%	0.3%	-6.2%	22.3%
COc1ccccc1N(C)S(=O)(=O)c1ccc(Cl)c(C(=O)NCc2ccco2)c1	36.4%[activator]	?	-0.8%	/	-2.1	/	-2.0%	-6.0%	-15.1%
O=C(O)CC(Cc1ccccc1)C(=O)NCC12CC3CC(CC(C3)C1)C2 (stereo unspecified)	8.1%	-6.3%	0.5%	-23.0%	6.8	-17.0%	-11.0%	-4.9%	15.5%
CCn1c(CSc2nc(C)cc(C)n2)nnc1SCC(N)=O	1.5%	-13.9%	16.9%	4.5%	5.4	/	-9.1%	i	-0.7%
Nc1nsnc1C(=O)NCCO	12.9%	0.0%	-1.5%	5.4%	0.5	-26.4%	-9.9%	-4.4%	21.7%
S=C(Nc1cccc(Cl)c1)NC1CC2CCCC(C1)N2C1CCCC1 (stereo unspecified)	-1.8%	-20.0%	-10.5%	5.9%	3.5	5.3%[59 µM]	-2.0%	0.5%	29.3%
CCc1nnc(NC(=O)CSc2nc3ccccc3s2)s1	0.4%	-6.9%	0.1%	8.9%	-6.2	?	9.5%	6.9%	32.5%
O=c1c2[nH]c3ccc(F)cc3c2ncn1CCCn1ccnc1	8.6%	-10.8%	4.2%	-31.8%	2.3	-6.3%	0.9%	-0.9%	36.6%
O=C(COC(=O)c1ccc([N+](=O)[O-])o1)Nc1ccc(N2CCOCC2)cc1	26.6%	-20.5%	-0.1%	/	-9.8	/	-7.6%	-4.7%	21.3%
Cc1cc(NC(=O)c2ccc(NC(=O)c3cccs3)cc2)no1	-2.1%	?	2.7%	-1.9%	-3.2	-3.5%[59 µM]	91.7%[activator]	-4.8%	37.1%
Cc1ccc2c(c1)N(CC(=O)NC1CCCC(C)C1C)C(=O)c1cccnc1O2 (stereo unspecified)	-2.8%	-20.4%	-6.2%	13.3%	-3.9	25.9%	-1.3%	6.2%	43.0%[activator]
COc1cccc(NC(=S)Nc2cccnc2)c1	15.0%	-10.9%	-16.0%	-1.1%	2.4	-16.9%[59 µM]	2.5%	-4.1%	7.2%
O=C(OCC(=O)C12CC3CC(CC(C3)C1)C2)c1ccccc1O	-12.2%	2.8%	3.7%	/	-16.5	/	2.1%	-2.9%	19.8%[57 µM]
CC(C)C(=O)Nc1ccc(NC(=S)NC(=O)c2ccccc2F)cc1	3.0%	-3.5%	28.9%	3.0%	2.8	/	-14.2%	-2.6%	28.6%
COc1ccccc1N1CCN(c2ccnc3cc(Cl)ccc23)CC1	12.0%	-16.8%	-1.8%	-25.1%	-0.1	?	-3.0%	-2.4%	11.9%
COc1ccc(C(=S)N2CCCC2)cc1	0.1%	10.2%[57.1 µM]	0.7%	-35.3%	5.1	?	2.9%	-9.7%	41.5%[activator]
CCOC(=O)/C(=C/c1ccc(F)cc1)NC(C)=O	-3.6%	1.4%	0.5%	2.3%	-15.6	11.6%[59 µM]	1.4%	7.8%	16.7%
CCOc1ccc(CNc2ccc(S(N)(=O)=O)cc2)cc1	0.0%	-7.7%	21.4%	-36.5%	-4.8	-2.3%	2.5%	-0.5%	10.1%
